Compound activity deposited in PubChem BioAssay by National Center for Advancing Translational Sciences (NCATS).
GAA glycogen mod: inhibitors or activators of human alpha-glucosidase glycogen cleavage. P10253. 300,000 tested, 0.38% active. AID 2100. Potency, µM (series often up to 76.4 µM), without a hit: top-dose activity change, negative = inhibition, hits mostly inhibitors. recombinant GAA, glycogen substrate, Amplex Red glucose oxidase fluorescence; active = well fitted inhibition curve with a large enough effect; inconclusive = small, poorly fitted or top-dose-only effect, or another doubt; inactive = no such curve, though single readings can be large or run the other way;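 note: 0% = full enzyme reaction and -100% = no-enzyme basal signal; the screen sought inhibitors and activators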
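qHTS, 1536-well; enzyme 4 nM final; cpd up to 77 uM; substrate bovine liver glycogen 30 ug; 50 mM citrate/phosphate pH 5.0, 0.01% Tween-20; 37 C, 40 min; Amplex Red detection 45 min RT; Hill fit → AC50.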
* marks the source's active call; other numbers are inactive results; [ ] = dose if it differs, or a comment. Potency is the fitted concentration of half-maximal effect.

The opening 5 records (preview)
Screening COc1ccc(-c2cc(C(F)(F)F)nc(SCC(=O)NCCc3ccc(OC)c(OC)c3)n2)cc1 returned GAA glycogen mod 13%[76.3 µM].
Screening O=C(O)C=C(Br)Br returned GAA glycogen mod -14%[76.3 µM].
For CCOC(=O)c1c(C)n(-c2ccccc2)c2ccc(OC(=O)c3ccccc3NC(=O)C(C)C)cc12 the results were GAA glycogen mod -6%[76.3 µM].
For CN1CCN(CC#Cc2ccccc2)CC1CCO (stereo not drawn) the results were GAA glycogen mod 10%[76.3 µM].
For CN(Cc1nccs1)C(=O)c1cc(COc2cccc3cnccc23)on1 the results were GAA glycogen mod -1%[76.3 µM].

Results (from the top)
Screening COc1ccc(-c2cc(C(F)(F)F)nc(SCC(=O)NCCc3ccc(OC)c(OC)c3)n2)cc1 returned GAA glycogen mod 13%[76.3 µM].
Screening O=C(O)C=C(Br)Br returned GAA glycogen mod -14%[76.3 µM].
For CCOC(=O)c1c(C)n(-c2ccccc2)c2ccc(OC(=O)c3ccccc3NC(=O)C(C)C)cc12 the results were GAA glycogen mod -6%[76.3 µM].
For CN1CCN(CC#Cc2ccccc2)CC1CCO (stereo not drawn) the results were GAA glycogen mod 10%[76.3 µM].
For CN(Cc1nccs1)C(=O)c1cc(COc2cccc3cnccc23)on1 the results were GAA glycogen mod -1%[76.3 µM].
Cn1cc(CN(C(=O)Nc2ccc(Cl)c(Cl)c2)C2CCCCC2)c2ccccc21 was read as GAA glycogen mod -8%[76.3 µM].
For Cc1oc2c(c(C)cc3oc(=O)c(CC(=O)N[C@@H](CCCNC(N)=O)C(=O)O)c(C)c32)c1C the results were GAA glycogen mod -2%.
Screening COCc1nn2cc(-c3ccc(C)cc3)nc2s1 returned GAA glycogen mod 3%[76.3 µM].
Screening CNC(=O)c1c(NC(=O)Cc2coc3ccc(C)cc23)sc2c1CCCC2 returned GAA glycogen mod 5%[76.3 µM].
Screening O=S(=O)(NC1CCCCC1N1CCC(O)CC1)c1ccc(Cl)cc1 (stereo not drawn) returned GAA glycogen mod -17%.
For COc1ccc(OC)c(/C=C/c2ccc3cccc(O)c3n2)c1 the results were GAA glycogen mod 0%.
Cc1ccc2c(CN(C)Cc3ccc(Cl)cc3Cl)cc(=O)oc2c1 was read as GAA glycogen mod -16%.
`COc1ccc(S(=O)(=O)NC2CC2)cc1Br` gave GAA glycogen mod 1%[76.3 µM].
CC(=O)c1ccc(COC(=O)c2cc3ccccc3oc2=O)cc1 was read as GAA glycogen mod 11%[76.3 µM].
`CCOc1ccc(C2CC(=O)Nc3c2c(=O)[nH]c2ncnn32)cc1` (stereo not drawn) gave GAA glycogen mod 3%[76.3 µM].
For CCOC(=O)c1ccc(NC(=O)c2cc(C)nc3ccccc23)cc1 the results were GAA glycogen mod 1%[76.3 µM].
Screening COc1ccc(CNC(=O)CC(C)CC2=NS(=O)(=O)c3ccccc3N2)cc1 (stereo not drawn) returned GAA glycogen mod 0%[76.3 µM].
CCOc1ccccc1NC(=O)Nc1nnc(N2CCCC(C)C2)s1 (stereo not drawn) was read as GAA glycogen mod -8%[76.3 µM].
For O=[N+]([O-])c1cccc(/C=C/c2ccc3cccc(O)c3n2)c1 the results were GAA glycogen mod 0%.
Screening Cc1ccc(N2CCN(c3nc4c(S(=O)(=O)c5ccc(C)c(C)c5)nnn4c4ccccc34)CC2)c(C)c1 returned GAA glycogen mod 21%[76.3 µM].
Screening C#CCSc1nnc(CNS(=O)(=O)c2ccc(Br)cc2)n1C returned GAA glycogen mod -7%[76.3 µM].
Cc1ccc2oc(=O)n(Cc3ccccc3)c2c1 was read as GAA glycogen mod -1%[76.3 µM].
For CCOC(=O)c1sc2nc(C)nc(NCc3ccccc3OC)c2c1C the results were GAA glycogen mod -4%.
Cn1c(-c2ccccc2)cnc1NCc1ccc(-c2ccccc2)cc1 was read as GAA glycogen mod -10%[76.3 µM].
Cc1cc(=O)[nH]c2ccc(S(=O)(=O)Nc3ccccc3)cc12 was read as GAA glycogen mod 0%[76.3 µM].
CC(C)(C)c1ccc(S(=O)(=O)N2CCN(C(=O)C3CCC3)CC2)cc1 was read as GAA glycogen mod 5%[76.3 µM].
Screening COCCNc1nnc(SC(C)C(=O)Nc2c(C)n(C)n(-c3ccccc3)c2=O)s1 (stereo not drawn) returned GAA glycogen mod -2%[76.3 µM].
`CCN(CC)N=Nc1ccc(S(=O)(=O)Nc2nc(C)cc(C)n2)cc1` gave GAA glycogen mod 0%.
O=C(CN1CCOCC1)Nc1ccc(OC(F)(F)F)cc1 was read as GAA glycogen mod 1%[76.3 µM].
`CCc1ccc(C(=O)c2cn(CC(=O)Nc3ccc(Cl)cc3)c3cc4c(cc3c2=O)OCO4)cc1` gave GAA glycogen mod 12%[76.3 µM].
For CC(C)Cn1c(=O)c2ccccc2n2c(CCC(=O)Nc3ccc(F)cc3)nnc12 the results were GAA glycogen mod 11%[76.3 µM].
CCc1ccc2oc(-c3ccc(C)c(NC(=O)/C=C/c4ccco4)c3)nc2c1 was read as GAA glycogen mod -4%[76.3 µM].
O=Cc1ccc(OCCOc2ccc([N+](=O)[O-])cc2)cc1 was read as GAA glycogen mod 4%.
`Cc1cc(NC(=O)c2ccco2)ccc1NC(=O)c1ccco1` gave GAA glycogen mod -5%[76.3 µM].
Screening O=C(CSc1nc2c(c(=O)[nH]1)CN(Cc1ccc3c(c1)OCO3)CC2)Nc1ccccc1Cl returned GAA glycogen mod 3%[76.3 µM].
Screening COc1ccc(CNC(=O)c2ccc3c(c2)CCN3S(=O)(=O)c2ccccc2)cc1 returned GAA glycogen mod -11%[76.3 µM].
For Cc1ccc(O)c(Nc2nc(-c3ccccc3)nc3ccccc23)c1 the results were GAA glycogen mod -24%[76.3 µM].
`COc1ccc(N2CCN(C(=O)Cc3ccc(Cl)cc3)CC2)cc1` gave GAA glycogen mod -2%[76.3 µM].
For COc1ccc(/C=C2\CCn3c2nc2ccccc2c3=O)cc1OC the results were GAA glycogen mod 12%[76.3 µM].
`Cc1ccc(NC(=O)c2cc(S(=O)(=O)N3CCCCC3)c[nH]2)cc1C` gave GAA glycogen mod 15%[76.3 µM].
Screening Cc1nc2ccc([N+](=O)[O-])cc2c(=O)n1Cc1ccc(Br)cc1 returned GAA glycogen mod -9%[76.3 µM].
For Cc1cccc(C)c1OCc1cc(C(=O)NCc2cn(C)nc2C)no1 the results were GAA glycogen mod 0%[76.3 µM].
Screening C/C(=N\NC(=O)c1ccc2c(c1)OCO2)c1cccnc1 returned GAA glycogen mod -25%[76.3 µM].
Screening CCNS(=O)(=O)c1ccc(CCC(=O)Nc2ccc3c(c2)OCCO3)cc1 returned GAA glycogen mod -1%[76.3 µM].
Screening Cn1nnnc1SCCCNCc1ccccc1OCc1ccccc1F returned GAA glycogen mod 0%[76.3 µM].
`CCOC(=O)C(CC(=O)O)=C(c1ccccc1)c1ccccc1` gave GAA glycogen mod -4%.
Screening COc1ccccc1NC(=O)C(=O)c1cc(C)n(-c2ccccc2F)c1C returned GAA glycogen mod 2%[76.3 µM].
For COc1ccc(Nc2nc(N)nc(CSc3nc4ccccc4s3)n2)cc1 the results were GAA glycogen mod 5%[76.3 µM].
`COc1ccc(CN2CCNC(=O)C2CC(=O)NCCc2nc(C)c3c(n2)CCC3)cc1C` (stereo not drawn) gave GAA glycogen mod 5%[76.3 µM].
Screening Cc1ccc(SCCN2CCC(C(C)(C)C)CCC2=O)cc1 (stereo not drawn) returned GAA glycogen mod 8%[76.3 µM].
CCOc1ccc(NC(=O)Cn2c(=O)n(Cc3ccco3)c(=O)c3oc4ccccc4c32)cc1 was read as GAA glycogen mod 10%[76.3 µM].
For CC(=O)Nc1ccc(/C=C/c2nc(-c3ccccc3O)n[nH]2)cc1 the results were GAA glycogen mod 1%.
For Cc1ccc(-n2ncc3c2CCCC3NC(=O)c2csnn2)cc1C (stereo not drawn) the results were GAA glycogen mod -1%[76.3 µM].
For Cc1ccccc1NC(=S)NC(=O)COc1ccccc1C the results were GAA glycogen mod 1%[76.3 µM].
O=C(NCc1ccc(F)cc1)c1ccc2nc(N3CCCCC3)sc2c1 was read as GAA glycogen mod -7%[76.3 µM].
COc1ccc(COC(=O)C2=C(C)NC(=O)CC2c2cccc(Cl)c2Cl)cc1 (stereo not drawn) was read as GAA glycogen mod 2%[76.3 µM].
`CCOc1ccc2c(c1)c1nnc(SCC(=O)NC3CC3)nc1n2C` gave GAA glycogen mod -4%.
O=C1C(Cl)=C(N2CCOCC2)C(=O)N1c1ccccc1F was read as GAA glycogen mod -10%[76.3 µM].
For CSc1ccc(/C=C/C(=O)c2c(O)cc(C)oc2=O)cc1 the results were GAA glycogen mod 15%[76.3 µM].
Cc1ccc(C)c(NC(=O)CN2C(=O)CC(C)S(=O)(=O)c3ccccc32)c1 (stereo not drawn) was read as GAA glycogen mod 3%[76.3 µM].
`O=C(CN1CCN(c2ccccn2)CC1)Nc1cccc(Br)c1` gave GAA glycogen mod 4%.
O=C(CCC(=O)N(CC(=O)NC1CCCC1)Cc1ccccc1)Nc1nccs1 was read as GAA glycogen mod -5%.
For Cc1ccc(NC(=O)CCNS(=O)(=O)c2ccc(Br)s2)cc1 the results were GAA glycogen mod -1%.
For COCC(=O)Nc1cc(C)cn(Cc2ccccc2Cl)c1=O the results were GAA glycogen mod 14%[76.3 µM].
`COc1ccc2ccccc2c1CN(C)Cc1ccccc1` gave GAA glycogen mod 15%[76.3 µM].
Screening O=C(OCN1C(=O)c2ccccc2C1=O)c1cccc(OC(F)F)c1 returned GAA glycogen mod 11%[76.3 µM].
Screening CCOc1ccccc1NC(=O)C1CCN(c2nc(-c3ccc(OC)cc3)no2)CC1 returned GAA glycogen mod 7%[76.3 µM].
COc1cccc(CNC(=O)N2CCN(S(=O)(=O)c3ccc(Cl)cc3)CC2)c1 was read as GAA glycogen mod 1%.
`COc1ccc(-n2ncc3c2CC(C)(C)CC3NC(=O)CCC2=NNC(=O)CC2)cc1` (stereo not drawn) gave GAA glycogen mod 3%[76.3 µM].
For Cc1cc(C)cc(OCC(=O)Nc2ccc(Cl)c(-c3nc4ncccc4o3)c2)c1 the results were GAA glycogen mod -12%[76.3 µM].
`O=C(NCc1ccccn1)Nc1cc(Cl)cc(Cl)c1` gave GAA glycogen mod -10%[76.3 µM].
COc1ccc(S(=O)(=O)N(CCc2ccccc2)CC(=O)Nc2ccc(C)c(C)c2)cc1OC was read as GAA glycogen mod -9%[76.3 µM].
`COC(=O)c1sc2ncn(CC(=O)N(C)C3CCCCC3)c(=O)c2c1C` gave GAA glycogen mod -6%.
CC1CCCN(S(=O)(=O)c2cc3c(cc2Cl)NC(=O)CO3)C1 (stereo not drawn) was read as GAA glycogen mod -2%[76.3 µM].
For COc1ccc(S(=O)(=O)N2CCN(C/C=C/c3ccccc3)CC2)cc1F the results were GAA glycogen mod 0%.
COC(=O)c1ccc(NC(=O)Nc2ccc3c(c2)OCO3)cc1 was read as GAA glycogen mod -8%[76.3 µM].
CCOc1ccccc1OCCn1nc2ccccc2n1 was read as GAA glycogen mod 12%[76.3 µM].
Screening COc1ccc(NC(=O)Nc2sc3nc4n(c(=O)c3c2C)CCC(C)CC4)cc1OC (stereo not drawn) returned GAA glycogen mod inconclusive.
For CCn1nc(NS(=O)(=O)c2ccc(F)cc2)c2cc3cccc(C)c3nc21 the results were GAA glycogen mod -6%[76.3 µM].
Screening CCCn1c(=S)[nH]c2sc3c(c2c1=O)CCCC3 returned GAA glycogen mod -16%.

The final four entries of the part before come first, to join the parts.
CCOc1ccccc1OCCn1nc2ccccc2n1 was read as GAA glycogen mod 12%[76.3 µM].
Screening COc1ccc(NC(=O)Nc2sc3nc4n(c(=O)c3c2C)CCC(C)CC4)cc1OC (stereo not drawn) returned GAA glycogen mod inconclusive.
For CCn1nc(NS(=O)(=O)c2ccc(F)cc2)c2cc3cccc(C)c3nc21 the results were GAA glycogen mod -6%[76.3 µM].
Screening CCCn1c(=S)[nH]c2sc3c(c2c1=O)CCCC3 returned GAA glycogen mod -16%.
CCc1ccc(CN2CCC(n3nccc3NC(=O)c3ccc4c(c3)OCO4)CC2)cc1 was read as GAA glycogen mod -3%[76.3 µM].
`O=C(Cc1c(F)c(F)c(F)c(F)c1F)Nc1nc(-c2ccccc2)cs1` gave GAA glycogen mod -13%.
Screening COc1ccc(-c2nc3ccc(NS(=O)(=O)c4ccc(Cl)cc4)cc3o2)cc1 returned GAA glycogen mod 8%[76.3 µM].
For CC/C(=N\Nc1ccnc2cc(Cl)ccc12)c1ccc(O)cc1 the results were GAA glycogen mod 2%.
`O=C(Nc1ccccc1C(=O)Nc1ccccc1C(=O)O)c1ccccc1` gave GAA glycogen mod 0%.
CCCOc1ccc(CNC(=O)CCCn2nc(C)c3sc4ccccc4c3c2=O)cc1 was read as GAA glycogen mod -7%[76.3 µM].
Screening Cc1ccc(C)c(CN2C(=O)CSc3ccc(C(=O)NCc4ccc(F)cc4)cc32)c1 returned GAA glycogen mod -7%[76.3 µM].
For Cc1c(CC(=O)NCC(=O)NCC(=O)O)c(=O)oc2cc3c(cc12)CCC(C)(C)O3 the results were GAA glycogen mod 4%.
For CC(C)c1ccc(NC(=S)Nc2cccc3ccccc23)cc1 the results were GAA glycogen mod 40µM*.
`Cc1noc(C)c1S(=O)(=O)N(CC(=O)Nc1ccc(F)cc1F)c1ccc(C(C)C)cc1` gave GAA glycogen mod -14%[76.3 µM].
`CCCCCn1c(CCCNC(=O)c2ccc(Cl)cc2)nc2ccccc21` gave GAA glycogen mod 8%[76.3 µM].
Screening COc1ccc(OC)c(NC(=O)c2cccc(N3C(=O)C4C5C=CC(C6CC56)C4C3=O)c2)c1 (stereo not drawn) returned GAA glycogen mod 3%[76.3 µM].
Screening COCCn1c(=N)c(C(=O)NC2CCCC2)cc2c(=O)n3cc(C)ccc3nc21 returned GAA glycogen mod 0%[76.3 µM].

A portion of the library; rates above refer to the full screens.
